From PubChem BioAssay
SSB-PriA inh – blocks PriA binding to SSB C-terminal tail. 430,000 tested, 0.6% active. inhibition, % at 33 µM. AlphaScreen SSBct-PriA binding, biotinylated peptide; in the data active = inhibition mostly above about 37%, no sharp cut-off; inactive = mostly below about 20%;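 also: plate controls were negative control peptide for no effect and reference peptide for full effect; strong numbers were not always called active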
Y pestis TopoI – inhibitors of Yersinia pestis topoisomerase I. Y. pestis Topo-I cleavage product accumulation, plate reader. activity, % at 10 µM. 360,000 tested, 0.064% active; in the data active = activity above about 50%, passing the limit was not always enough; also: inactives centre near 2
PrPC surface inh – inhibitors of human cell surface prion protein PrPC | inhibition, % at 13.8 µM | P04156 | 370,000 tested, 0.43% active | AID 720596 | TR-FRET read-out; in the data active = inhibition above about 24%; also: 0% = median of the test wells and 100% = reference compound wells
PfHsp40 rescue – compounds rescuing yeast from Plasmodium falciparum HSP40 toxicity | growth rescue, % at 12.5 µM | S. cerevisiae expressing PfHsp40, growth rescue, ATP luminescence | 340,000 tested, 0.68% active | AID 504582; in the data active = growth rescue above about 28%, passing the limit was not always enough;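 also: yeast W303a lacking pdr1 and pdr3 grown in galactose medium; growth measured after three days at 30 °C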
Anthrax LF prot – inhibitors of Bacillus anthracis lethal factor protease; inhibition, % at 10 µM; 360,000 tested, 0.12% active; multiplex microsphere protease cleavage assay, LF; also: plate controls were buffer without enzyme for full effect and enzyme alone for no effect
TcdB GH inh – blocks C. difficile toxin B glycohydrolase activity | TcdB glycohydrolase enzymatic assay, plate reader | AID 652162 | 350,000 tested, 0.24% active | inhibition, % at 9.99 µM; in the data active = inhibition above about 10%
3CLpro inhibitor – SARS-CoV 3CLpro protease inhibition; P0C6X7; recombinant SARS-CoV 3CLpro, quenched FRET peptide cleavage; inhibition, % at 6 µM; 290,000 tested, 0.14% active; AID 1706; in the data active = inhibition above about 12%
BoNT A protease – blocks Botulinum neurotoxin A light chain protease; multiplex microsphere protease substrate cleavage, flow cytometry; inhibition, % at 10 µM; 360,000 tested, 0.17% active; also: plate controls were buffer without enzyme for full effect and enzyme alone for no effect
BH1578 lux ind – induces V. cholerae light production without autoinducers. V. cholerae BH1578 lux reporter, luminescence, 6 h. activation, % at 18.7 µM. 350,000 tested, 0.16% active. AID 588436; in the data active = activation mostly above about 9.7%, no sharp cut-off; also: not every result past the cut was called active; inactives centre near 0; reference of the scale not given here
* = called active by the depositor; i = inactive; . = no result given; & = joins results of further samples. Rule as the data show it, unless noted: active = inhibition above about 30%; inconclusive = no clear call, values can overlap the other calls; inactive = below that. These rows are one share of the data, so the mix of outcomes need not match the whole.

canonical_smiles | SSB-PriA inh | Y pestis TopoI | PrPC surface inh | PfHsp40 rescue | Anthrax LF prot | TcdB GH inh | 3CLpro inhibitor | BoNT A protease | BH1578 lux ind
CCOC(=O)N1CCC(NC(=O)C(NS(=O)(=O)c2cccc3nsnc23)c2ccccc2)CC1 (stereo unspecified) | -9.2 | -2.1 | -15.8 | -0.6 | -7.1 | 0.0 | 2.9 | -0.8 | -0.2
O=C(c1cccc(S(=O)(=O)NCc2ccccc2)c1)N1CCCC1 | -4.0 | 2.6 | 1.7 | -0.5 | 0.8 | 0.4 | -1.0 | 0.2 | -0.3
O=C(NCCC1CCCCN1S(=O)(=O)c1ccc(F)cc1)C(=O)NCC1CCCO1 (stereo unspecified) | -5.8&-8.0&-1.0 | -6.2 | -2.6 | . | 0.1 | -0.1 | . | -1.7 | i
O=C1C(SCCO)=C(SCCO)C(=O)c2ccccc21 | 101.3* | 2.8 | 64.9* | -0.7 | -5.0 | -4.8 | . | -0.3 | 0.8
O=C(CCNS(=O)(=O)c1ccccc1C(F)(F)F)NCc1ccc2c(c1)OCO2 | -11.9 | -1.8 | 7.2 | 0.5 | -11.3 | . | -2.6 | 0.2 | -0.4
COc1cc(/C=C/C(=O)O)cc(S(=O)(=O)Nc2ccccc2Cl)c1OC | -20.4 | 5.9 | 6.2 | -0.2 | -0.5 | 1.3 | -0.2 | -0.9 | -0.2
CC(=O)NC(Cc1cccc(F)c1)C(=O)NC1CCN(C(=O)c2ccc(C)cc2)CC1 (stereo unspecified) | -19.6 | 3.6 | 5.6 | 0.3 | -1.9 | 1.4 | -2.1 | 0.8 | i
Clc1ccc(-n2nnc(-c3cccnc3)n2)cc1Cl | 23.2 | 4.7 | 1.3 | -0.1 | -9.0 | -0.8 | 8.5 | 0.4 | i
CN(CC(=O)Nn1cnnc1)S(=O)(=O)c1cc(Cl)ccc1Cl | -4.3 | 9.2 | -5.4 | 14.6 | -0.9 | . | 4.3 | -1.5 | -2.2
CC1CCN(S(=O)(=O)c2cccc(C(=O)Nc3nncs3)c2)CC1 | -3.7 | 10.4 | -0.8 | -0.7 | -1.2 | 0.8 | 0.1 | 0.7 | i
Cc1ccc(NC(=O)COC(=O)CN2CCCCCC2=O)cc1C | -13.4 | 6.3 | 3.8 | -0.8 | . | -0.1 | . | . | -5.7
COc1cc(CC(NC(C)=O)C(=O)NC2CCN(S(=O)(=O)c3ccc(NC(C)=O)cc3)CC2)cc(OC)c1 (stereo unspecified) | -6.7 | -4.5 | -6.2 | -1.9 | -1.9 | -1.5 | -0.7 | -0.5 | -0.6
O=C(O)C1C2CC3CC(C2)CC1(n1ncc(N2CCC4(CC2)OCCO4)c(Cl)c1=O)C3 (stereo unspecified) | -15.2 | -2.1 | 8.2 | -1.1 | -9.4 | 0.2 | -0.8 | -2.9 | 3.1
CN(CCC#N)CC(=O)Nc1ccc(NC(=O)CN(C)CCC#N)cc1 | -3.1 | -0.7 | -4.5 | 3.6 | -3.3 | . | 3.4 | -0.4 | -1.2
O=C(CSc1nc2ccccc2c(=O)n1Cc1ccco1)NCCN1C(=O)CSC1=O | 3.8 | -2.3 | -5.2 | -0.7 | -2.3 | 1.1 | 5.3 | -0.6 | i
CCCCn1c(N)c(N(CC(C)C)C(=O)CCNC(=O)c2ccccc2Cl)c(=O)[nH]c1=O | -10.1 | -1.5 | -0.3 | -0.1 | -1.3 | 0.2 | . | 1.8 | i
Cc1c(NC(=O)/C(C#N)=C/c2c(N3CCCCC3)nc3ccccn3c2=O)c(=O)n(-c2ccccc2)n1C | -7.5 | -2.1 | -3.8 | 0.5 | 10.1 | 0.1 | -0.4 | 0.5 | -0.3
COc1ccccc1C(=O)NC(=O)CSc1nnc2ccccn12 | -8.6 | 7.1 | 5.1 | -0.6 | -9.3 | -8.4 | . | 0.4 | 3.4
CN1CCN(Cc2ccc(N)cc2)CC1 | 6.8 | -3.8 | -0.5 | -1.8 | -2.8 | 2.0 | 1.0 | -0.6 | -0.3
COC(=O)CCNC(=O)c1ccc2nc(Cc3ccc(OC)c(OC)c3)oc2c1 | -7.1 | 3.6 | 1.8 | -0.5 | 3.8 | -0.4 | 4.0 | -1.4 | -1.2

Full records, looked up by structure. Screens in order: SSB-PriA inh, Y pestis TopoI, PrPC surface inh, PfHsp40 rescue, Anthrax LF prot, TcdB GH inh, 3CLpro inhibitor, BoNT A protease, BH1578 lux ind
Cc1c(NC(=O)/C(C#N)=C/c2c(N3CCCCC3)nc3ccccn3c2=O)c(=O)n(-c2ccccc2)n1C across the screens: -7.5, -2.1, -3.8, 0.5, 10.1, 0.1, -0.4, 0.5, -0.3
COC(=O)CCNC(=O)c1ccc2nc(Cc3ccc(OC)c(OC)c3)oc2c1 across the screens: -7.1, 3.6, 1.8, -0.5, 3.8, -0.4, 4.0, -1.4, -1.2

Additional entries:
canonical_smiles | SSB-PriA inh | Y pestis TopoI | PrPC surface inh | PfHsp40 rescue | Anthrax LF prot | TcdB GH inh | 3CLpro inhibitor | BoNT A protease | BH1578 lux ind
COc1ccc(NC(=O)CSc2nnc(C(C)C)n2N)cc1 | -7.4 | -7.5 | 7.5 | -0.3 | 1.4 | . | 1.2 | 0.2 | -0.7
COc1ccc(CCn2c(=O)[nH]c3cc(C(=O)N4CCN(c5ccccc5)CC4)ccc3c2=O)cc1OC | 3.8 | 16.4 | 7.9 | 0.8 | -5.4 | -3.0 | 3.2 | -0.2 | -0.2
O=c1c2c(ncn1CCO)nc1n2CCC1 | -7.1 | -7.8 | -2.8 | -0.3 | 9.2 | . | 0.5 | 3.1 | -0.6
COc1ccc(CCNC(=O)CCN2C(=O)[C@@H]3Cc4ccccc4CN3C2=O)cc1 | -4.6 | 4.1 | -6.4 | 0.0 | -3.2 | 0.3 | -5.3 | -1.3 | -0.1
CN(C)C(CNC(=O)c1ccc(NC(=O)CC#N)cc1)c1ccccc1 (stereo unspecified) | 27.1 | 5.2 | -0.5 | 1.2 | -8.4 | -0.4 | 0.5 | 0.6 | i
CCOc1ccccc1N1CCN(S(=O)(=O)c2cccc3nsnc23)CC1 | 25.6 | 14.5 | -19.9 | 2.3 | -2.5 | -0.3 | -1.1 | 0.1 | i
Cc1c(C(=O)Nc2ccc3nc(N4CCOCC4)sc3c2)oc2ccccc12 | -4.2 | 24.2 | 15.6 | 0.8 | -7.4 | 1.8 | . | 0.6 | -0.6
COc1ccccc1N(CC(=O)NCC1CCCO1)C(=O)CNS(=O)(=O)c1ccccc1 (stereo unspecified) | 0.7 | -1.2 | -3.4 | -0.5 | -2.1 | 1.6 | -2.9 | -0.1 | -0.4
CCn1ccnc1CN(C)Cc1cn(-c2cccc(C)c2)nc1-c1cccc(F)c1 | -3.5 | 4.0 | 9.1 | 8.0 | -6.6 | 2.8 | 5.7 | 1.2 | 4.0
COC(=O)c1sccc1NC(=O)/C=C\c1ccc(Cl)cc1Cl | 5.0 | -5.6 | -4.0 | 1.1 | 2.4 | . | -5.0 | 0.1 | -1.2
CCOc1ccc(NC(=S)N2CCC(N(C)CCN3CCOCC3)CC2)cc1 | 7.1 | 1.1 | -0.6 | -1.2 | 0.3 | . | 1.6 | -0.7 | -2.2
O=C(CSc1nnc(-c2ccc(OC(F)F)cc2)o1)NC(=O)NCc1ccco1 | -10.9 | -4.2 | -8.5 | 3.6 | -4.0 | -0.6 | 1.5 | -0.3 | 21.0
COc1ccc(N2CCN(CC(=O)Nc3nc(C)cs3)CC2)cc1 | 1.7 | -1.8 | 10.1 | -0.1 | -1.2 | 0.4 | -4.0 | -3.8 | i
COc1ccc(C)cc1-n1nnnc1SCC(=O)NC1CC1 | -5.1 | 0.0 | 3.0 | 0.0 | -7.6 | 2.6 | . | -0.9 | -0.1
COc1ccccc1-c1nc(S(=O)(=O)c2ccccc2)c(N2CCOCC2)o1 | 3.9 | 10.5 | 3.4 | -0.9 | -4.2 | 0.8 | -2.2 | -0.1 | i
C=C(C)C1CC=C(C)C(=NNC(=O)c2ccncc2)C1 (stereo unspecified) | -7.9 | -9.4 | 3.2 | -0.3 | 2.6 | -2.1 | . | -0.8 | i
O=C(Nc1cccc2c1CCCC2)c1cc(C2CCCCN2C(=O)OCCF)on1 (stereo unspecified) | . | 33.7 | -2.2 | . | -2.0 | 1.1 | . | -0.3 | -0.1
CC(C)CCn1cnc2c(NCc3ccccc3)ncnc21 | 7.6 | 0.8 | 7.1 | 0.7 | -1.6 | . | -3.6 | -2.1 | i
Cc1ccc(C)c(S(=O)(=O)c2c(C)cc(C)[nH]c2=O)c1 | -0.3 | -1.1 | 7.6 | 1.8 | -18.9 | -0.9 | -4.2 | 0.0 | -8.3
Cc1ccnc(Sc2ccc([N+](=O)[O-])cc2[N+](=O)[O-])n1 | 1.3 | -0.9 | -39.1 | 0.8 | -0.6 | . | -0.3 | -1.4 | 12.5

Pulled by compound from the entries so far:
canonical_smiles | SSB-PriA inh | Y pestis TopoI | PrPC surface inh | PfHsp40 rescue | Anthrax LF prot | TcdB GH inh | 3CLpro inhibitor | BoNT A protease | BH1578 lux ind
Cc1c(C(=O)Nc2ccc3nc(N4CCOCC4)sc3c2)oc2ccccc12 | -4.2 | 24.2 | 15.6 | 0.8 | -7.4 | 1.8 | . | 0.6 | -0.6
COc1ccccc1-c1nc(S(=O)(=O)c2ccccc2)c(N2CCOCC2)o1 | 3.9 | 10.5 | 3.4 | -0.9 | -4.2 | 0.8 | -2.2 | -0.1 | i
O=C(CSc1nnc(-c2ccc(OC(F)F)cc2)o1)NC(=O)NCc1ccco1 | -10.9 | -4.2 | -8.5 | 3.6 | -4.0 | -0.6 | 1.5 | -0.3 | 21.0

The list goes on:
Key to letters – A = SSB-PriA inh; B = Y pestis TopoI; C = PrPC surface inh; D = PfHsp40 rescue; E = Anthrax LF prot; F = TcdB GH inh; G = 3CLpro inhibitor; H = BoNT A protease; I = BH1578 lux ind
> CC(NC(=O)COC(=O)c1cc([N+](=O)[O-])ccc1N1CCOCC1)c1ccc(F)cc1 (stereo unspecified)
  A: -1.3; B: 6.2; C: -21.1; D: 2.0; E: 4.7; F: 2.4; G: .; H: 2.4; I: -0.7

> Cc1ccccc1C(=O)N1CCN(c2ccc(NC(=O)c3ccccc3[N+](=O)[O-])cc2)CC1
  A: -5.4; B: 6.6; C: -20.8; D: 0.8; E: -1.2; F: 2.0; G: -1.9; H: -0.1; I: -0.5

> O=C(c1ccc2c(=O)n(CCc3ccccc3)c(=O)[nH]c2c1)N1CCN(c2ccccc2)CC1
  A: -12.0; B: 2.3; C: .; D: 0.3; E: -7.8; F: .; G: -1.1; H: -3.3; I: i

> COc1cccc(CN(C)C(=O)[C@@H](NC(=O)c2ccc(C)cc2)C(C)C)c1
  A: -10.1; B: 3.2; C: -3.3; D: 1.0; E: -12.7; F: 1.6; G: 2.4; H: -0.8; I: 0.7

> O=C(NC1CCS(=O)(=O)C1)/C(=C/c1ccco1)NC(=O)c1ccccc1 (stereo unspecified)
  A: -5.9; B: 5.4; C: -1.4; D: -0.6; E: -6.9; F: -0.4; G: 4.2; H: 0.1; I: i

> CCN(CCO)c1ncnc2c1sc1nc(C(C)C)c3c(c12)CC(C)(C)OC3
  A: -6.3; B: 1.1; C: 1.3; D: -0.8; E: -2.3; F: .; G: -2.9; H: 0.2; I: -0.3

> CSC1=NC2(C[C@H]2c2ccccc2)C(=O)N1C (stereo partly specified)
  A: -3.9; B: 2.5; C: -3.4; D: 0.4; E: -6.4; F: -1.3; G: .; H: -0.6; I: 0.9

Part of the list above, showing only Y pestis TopoI and PrPC surface inh.
Structure,Y pestis TopoI,PrPC surface inh
COc1cccc(CN(C)C(=O)[C@@H](NC(=O)c2ccc(C)cc2)C(C)C)c1,3.2,-3.3
CSC1=NC2(C[C@H]2c2ccccc2)C(=O)N1C (stereo partly specified),2.5,-3.4
O=C(c1ccc2c(=O)n(CCc3ccccc3)c(=O)[nH]c2c1)N1CCN(c2ccccc2)CC1,2.3,.
CC(NC(=O)COC(=O)c1cc([N+](=O)[O-])ccc1N1CCOCC1)c1ccc(F)cc1 (stereo unspecified),6.2,-21.1
CCN(CCO)c1ncnc2c1sc1nc(C(C)C)c3c(c12)CC(C)(C)OC3,1.1,1.3
